M5 PAM: CHRM5 positive allosteric modulation; hit rate 0.3% among 360,000; CHO-K1 hM5, Fluo-8 calcium, ACh EC20 PAM; 0% = ACh EC20, 100% = ACh EC100; AID 624038; activation, % at 3 µM; P08912;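 active = activation above the run cutoff, the mean activation of all test compounds plus 3 SD, cut at about 18% in these data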
Target sequence (P08912 whole entry, looked up): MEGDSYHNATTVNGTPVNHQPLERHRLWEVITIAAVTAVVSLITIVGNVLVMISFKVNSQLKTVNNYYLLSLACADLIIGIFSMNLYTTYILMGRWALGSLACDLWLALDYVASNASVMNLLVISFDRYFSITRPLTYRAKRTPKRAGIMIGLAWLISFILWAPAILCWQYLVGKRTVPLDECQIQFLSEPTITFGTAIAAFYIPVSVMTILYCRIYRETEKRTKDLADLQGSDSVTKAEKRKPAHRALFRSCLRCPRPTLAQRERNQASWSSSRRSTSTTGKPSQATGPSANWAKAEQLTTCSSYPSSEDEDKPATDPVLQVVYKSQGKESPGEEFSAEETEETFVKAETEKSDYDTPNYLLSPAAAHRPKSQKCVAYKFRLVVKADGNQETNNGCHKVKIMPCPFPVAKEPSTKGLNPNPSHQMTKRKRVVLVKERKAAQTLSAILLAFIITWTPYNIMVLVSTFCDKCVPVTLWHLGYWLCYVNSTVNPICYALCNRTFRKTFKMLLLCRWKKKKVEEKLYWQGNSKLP
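Assay system – human M5 receptor in CHO-K1 cells · Read-out – % activation, ACh-normalized · Technique – Fluo-8 calcium fluorescence · Dosing – single-point, 3 µM nominal · Incubation – Fluo-8 loading 80 min at 37 °C plus 30 min room temperature · Repeats – singlicate, one well per test compound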
M5 antag: blocks acetylcholine activation of human M5 receptor | P08912 | CHO-hM5 cells, Fluo-8 calcium fluorescence, ACh EC80 | inhibition, % at 3 µM | hit rate 0.59% among 360,000;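 active = inhibition above a per-plate cutoff, the mean of that plate's test compounds plus 3 SD, cut at about 27% in these data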;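 also: 0% = acetylcholine EC80 with DMSO and 100% = DMSO without agonist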
CRFR2-BP ag: CRF-BP/CRF-R2 complex agonism; HEK293 CRF-R2/CRF-BP, calcium dye fluorescence (FLIPR); percent of saturating CRF peptide response; activation, % at 13.2 µM; hit rate 0.46% among 350,000;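 active = activation of at least 50%, plus an integration ratio under a set limit after plate pattern correction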;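 also: plate controls were neutral control wells without compound for no effect and CRF at EC100 for full effect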
M4 antag: antagonists of human muscarinic M4 receptor (CHRM4); P08173; CHO-hM4 cells, ACh EC80, Fluo-8 calcium fluorescence; inhibition, % at 3 µM; hit rate 0.73% among 360,000; AID 624125;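 active = inhibition above its plate's cutoff, the mean inhibition of sample wells plus 3 SD, cut at about 27% in these data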;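 also: 0% = acetylcholine EC80 with DMSO and 100% = DMSO without agonist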
Target sequence (P08173 whole entry, looked up): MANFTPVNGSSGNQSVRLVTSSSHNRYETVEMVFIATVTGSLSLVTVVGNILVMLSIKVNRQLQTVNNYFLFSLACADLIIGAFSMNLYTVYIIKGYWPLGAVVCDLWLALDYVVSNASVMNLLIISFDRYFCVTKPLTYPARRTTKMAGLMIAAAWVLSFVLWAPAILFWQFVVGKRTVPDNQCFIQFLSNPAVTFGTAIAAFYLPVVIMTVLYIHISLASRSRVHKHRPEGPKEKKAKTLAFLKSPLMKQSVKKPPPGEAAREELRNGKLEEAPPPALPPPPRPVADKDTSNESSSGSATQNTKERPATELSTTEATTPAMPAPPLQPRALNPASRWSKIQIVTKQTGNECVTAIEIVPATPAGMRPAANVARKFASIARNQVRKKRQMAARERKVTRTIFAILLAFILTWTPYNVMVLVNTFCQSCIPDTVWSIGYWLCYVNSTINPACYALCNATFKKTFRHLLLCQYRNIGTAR
CRFBP-R2 block: antagonists of CRF-binding protein/CRF-R2 receptor complex. HEK293 CRF-R2/CRF-BP, CRF-induced calcium fluorescence. inhibition, % at 11.8 µM. hit rate 0.59% among 350,000;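 active = inhibition of the ligand-induced calcium signal above about 50% at the single tested concentration, limit read from the data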
CHRM1 PAM: positive allosteric modulators of human M1 muscarinic receptor | CHO-K1 hM1, Fluo-8 calcium fluorescence, ACh EC20; 0% = ACh EC20, 100% = maximal ACh | AID 588819 | hit rate 0.088% among 360,000 | activation, % at 3 µM | P11229; in the data active = activation above about 19%, passing the limit was not always enough
CHRM4 PAM: positive allosteric modulators of human muscarinic M4 receptor | P08173 | CHO-K1 hM4/Gqi5, Fluo-8 calcium fluorescence, ACh EC20; 0% = ACh EC20, 100% = maximal ACh | activation, % at 3 µM | hit rate 0.4% among 360,000;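 active = activation above its plate's cutoff, the mean activation of sample wells plus 3 SD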; also: some results filed as inactive read as strong as hits
M5 ag: agonists of human muscarinic M5 receptor (CHRM5); P08912; CHO-K1 hM5 cells, Fluo-8 calcium fluorescence; 0% DMSO wells, 100% maximal acetylcholine response; activation, % at 3 µM; hit rate 0.19% among 360,000; AID 624037;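 active = activation above the run's mean over test compounds plus 3 SD, cut at about 23% in these data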;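 also: signal is peak over basal fluorescence ratio across the kinetic read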
M4 ag: CHRM4 agonism in calcium assay; P08173; CHO-K1 hM4/Gqi5, Fluo-8 calcium fluorescence; vehicle 0%, full acetylcholine response 100%; activation, % at 3 µM; hit rate 0.14% among 360,000;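 active = activation above the run mean over all test wells plus 3 SD, cut at about 32% in these data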;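 also: peak over basal fluorescence ratio per well then scaled between controls; 0% = DMSO wells and 100% = acetylcholine at EC100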
* = called active by the depositor; . = not tested or not shown.

Results follow in this order: CRFBP-R2 block, M4 antag, M5 PAM, M5 ag, CHRM4 PAM, M5 antag, M4 ag, CRFR2-BP ag, CHRM1 PAM
1) CCc1c(O)nc(SCc2ccccc2)n(C(C)CC)c1=O (stereo not given)
→ 32, -8, -4, -4, -1, -4, -1, 0.1, 6
2) O=C(N/N=C/c1ccc[nH]1)c1c[nH]c2ccccc12
→ -1, 3, 9, -1, 13, 3, 2, -1.2, 19
3) Cn1c(-n2c(CCCN3C(=O)c4ccccc4C3=O)nc3ccccc3c2=O)nc2ccccc21
→ -26, 4, 7, 0, -1, -2, 2, -0.7, 11
4) CN(CC1CCCO1)S(=O)(=O)c1ccc(C(=O)Nc2ccc(S(N)(=O)=O)cc2)cc1 (stereo not given)
→ -12, 5, -9, -5, -3, 21, 0, -1.1, -3
5) CCCCNC(=S)NCc1ccc2[nH]c3c(c2c1)CCCC3
→ -5, -7, -10, 1, -5, 2, 10, -1.4, -7
6) O=C(NCC1CCN(C(=O)c2cccc([N+](=O)[O-])c2)CC1)c1cccc([N+](=O)[O-])c1
→ 10, 0, -2, -3, -1, 13, 1, -0.3, 7
7) O=C(Nc1cccc(Cl)c1)ON=C1c2ccccc2-c2ccccc21
→ 10, 13, -7, -3, -7, 14, 8, 1.1, -16
8) CCn1cc(CN2CCN(Cc3ccc(OC)c(C)c3C)C(CCO)C2)c(C)n1 (stereo not given)
→ 2, 1, 11, -2, -3, 6, 1, 1.5, 1
9) CCN(CC(=O)Nc1ccccc1OC)C(=O)CSCc1ccc(C)cc1
→ -17, -6, -4, -2, 6, 0, 2, -4.5, 8
10) CCc1ccc(S(=O)(=O)NCc2cccnc2)cc1
→ 7, 9, -3, -1, -6, 5, 1, -1.6, -5
11) CCOC(=O)N(NC(=O)C(O)(C(C)C)C(C)C)c1ccccc1
→ -5, -4, 4, 0, 3, -9, 0, 0.4, -1
12) CCN(Cc1cnn(C)c1)Cc1nc(C(c2ccccc2)c2ccccc2)no1
→ 15, -14, 1, -17, -2, -6, 0, -1.7, 1
13) CN(CC(=O)Nc1ccccc1Br)C(=O)c1cc(S(=O)(=O)N(C)C)ccc1N1CCCC1
→ -5, 6, -7, 0, 1, 8, 6, -0.1, -2
14) CN1CC(COCc2ccccc2)Oc2ccccc2S1(=O)=O (stereo not given)
→ -2, 6, -6, 1, -3, 7, 3, -0.6, 8
15) Cc1ccc(-n2[nH]c(C)c(C=Nc3ccc4[nH]c(=O)[nH]c4c3)c2=O)cc1
→ 47, 2, -6, -2, 4, 7, 1, -0.4, 6

Structures listed so far that have an aryl methoxy group, in the order listed:
Results follow in this order: CRFBP-R2 block, M4 antag, M5 PAM, M5 ag, CHRM4 PAM, M5 antag, M4 ag, CRFR2-BP ag, CHRM1 PAM
8) CCn1cc(CN2CCN(Cc3ccc(OC)c(C)c3C)C(CCO)C2)c(C)n1 (stereo not given)
→ 2, 1, 11, -2, -3, 6, 1, 1.5, 1
9) CCN(CC(=O)Nc1ccccc1OC)C(=O)CSCc1ccc(C)cc1
→ -17, -6, -4, -2, 6, 0, 2, -4.5, 8

Just M5 antag, for some of the entries so far:
nr	Compound	M5 antag
8	CCn1cc(CN2CCN(Cc3ccc(OC)c(C)c3C)C(CCO)C2)c(C)n1 (stereo not given)	6
9	CCN(CC(=O)Nc1ccccc1OC)C(=O)CSCc1ccc(C)cc1	0
10	CCc1ccc(S(=O)(=O)NCc2cccnc2)cc1	5

Going on with the list:
Results follow in this order: CRFBP-R2 block, M4 antag, M5 PAM, M5 ag, CHRM4 PAM, M5 antag, M4 ag, CRFR2-BP ag, CHRM1 PAM
16) COc1cccc(Oc2nnnn2-c2ccccc2)c1
→ 40, 0, -2, -3, 1, 2, -1, -0.4, -8
17) O=C(Nc1ccc(Nc2ccccc2)cc1)c1c(Cl)cccc1Cl
→ 8, -5, -6, -5, -17, 7, 10, 0.6, -8
18) O=C(OCC1OC(n2ccc(=O)[nH]c2=O)C(Cl)C1O)c1ccccc1 (stereo not given)
→ 2, -20, -6, -2, 3, 6, 2, -0.6, 4
19) CC(NC(=O)c1ccccc1F)c1nnc(SCc2nc3ccccc3c(=O)[nH]2)n1C (stereo not given)
→ 8, -4, -10, -2, 10, 9, 2, 1.2, 12
20) CCCC(=O)c1c(NC)cc(C)oc1=O
→ 10, 8, 0, 1, -3, 0, 0, -0.6, 2
21) Cc1ccccc1-c1nc2c3ccccc3nc(=S)n2[nH]1
→ -20, 4, 4, -3, -2, 10, 0, -3.1, -3
22) COc1cc(C(=O)Oc2cc(C)cc(C)c2)cc(OC)c1OC
→ 0, -15, -1, -6, 9, -2, -3, 0.3, 2
23) COC(=O)C1=CN(c2ccc3c(c2)OCO3)C(N)=C(C#N)C1c1cccc(F)c1 (stereo not given)
→ ., -15, 0, 0, 7, 8, 5, ., .
24) CCOC(=O)C1=C(O)c2ccccc2C(=O)/C1=C\c1ccc(CC)cc1
→ -116, 16, -12, 2, -10, 19, 9, 23, -3
25) Fc1ccc(CNc2ncnc3cc(Cl)ccc23)cc1
→ 12, -6, -13, 1, -3, 8, 14, 2.6, -13
26) COc1ccc2c(c1)CC=C1C2CCC2(C)C(=O)C(=NO)CC12 (stereo not given)
→ -24, 18, -2, -6, -4, 13, -2, -0.8, 0
27) CCOC(=O)c1ccc(NC(=O)Nc2ncccc2C)cc1
→ -15, -7, 6, 2, 2, -2, 0, -0.7, 7
28) Cc1cc(NC(=O)COC(=O)c2cc(S(=O)(=O)N3CCOCC3)ccc2N2CCCCC2)no1
→ 9, 3, -3, -2, 0, -2, 0, 1.0, 13
29) Cc1ccc(S(=O)(=O)N2CCCOC2CNC(=O)C(=O)NCCC2=CCCCC2)cc1 (stereo not given)
→ 5, -2, -2, 1, 3, 6, 5, -0.9, -3
30) CCNC(=S)N(Cc1c(C)noc1C)c1ccccc1
→ 5, 0, 1, -6, 6, 3, 1, 0.6, -1

A few values from above.
For M4 ag, entry 17 has the entry 10
For CHRM1 PAM, entry 24 has the entry -3
For M5 PAM, entry 21 has the entry 4
For CHRM4 PAM, entry 28 has the entry 0

Further entries follow:
Results follow in this order: CRFBP-R2 block, M4 antag, M5 PAM, M5 ag, CHRM4 PAM, M5 antag, M4 ag, CRFR2-BP ag, CHRM1 PAM
31) CCCNC(=O)C(Cc1ccccc1C)NC(=O)c1ccc(C(F)(F)F)cc1 (stereo not given)
→ -2, 5, 10, 2, 4, -3, 2, 0.6, 5
32) O=C1NC(Cc2ccccc2)c2nc3ccc(Cl)cc3c(=O)n2-c2ncccc21 (stereo not given)
→ -3, -2, 2, 1, 6, 9, 2, 2.8, 8
33) C=CCn1c(COc2ccccc2C)nnc1SCC(=O)O
→ -1, 0, -3, 0, -6, -10, 0, -0.6, -3
34) O=C(NNC(=S)NC1CCCCC1)c1ccccc1O
→ 4, -1, -4, 6, -2, 8, 10, 20, 6
35) C=CCc1ccc(OCC(O)CN2CCCCC2C)c(OC)c1 (stereo not given)
→ -8, 5, -2, -5, -3, -1, 0, -0.6, 0
36) CC(=O)c1ccc(NC(=O)NNS(=O)(=O)c2ccc(F)cc2)cc1
→ 7, 1, -9, -1, -3, 17, 2, 2.4, 6
37) CCOC(=O)C1CCN(C(=O)Cn2nc(C)n3c(cc4cc(C)ccc43)c2=O)CC1
→ 0, -8, 10, 0, 7, -15, 2, -0.1, 11
38) O=C(COc1ccc([N+](=O)[O-])cc1)Nc1cc(C(=O)O)cc(C(=O)O)c1
→ -10, -3, 0, -5, 3, 7, 1, -2.4, -2
39) CCCc1cc(C(=O)N2CCCC(C(=O)c3cccc4ccccc34)C2)n(C)n1 (stereo not given)
→ -3, -13, -16, 0, -16, 14, 9, 0.6, 0
40) C=CCn1c(=O)c2ccc(C(=O)NCc3ccccc3)cc2n(Cc2cccc(Cl)c2)c1=O
→ -5, -10, -5, 2, 9, 0, 1, 6.8, 7
41) O=C(Cc1cccs1)Nc1cccc(C(=O)Nc2ccco2)c1
→ 23, 4, -10, -5, -3, -1, 2, -0.7, 5
42) CC(NS(=O)(=O)c1ccccc1)C(=O)NC1CCCC1 (stereo not given)
→ 5, -13, 9, -4, 11, -10, 1, -0.8, 10
43) CCCCn1c(N)c(N(CCOC)C(=O)CCN2C(=O)C3CC=CCC3C2=O)c(=O)[nH]c1=O (stereo not given)
→ 0, 8, 8, 6, 0, 2, 0, -0.3, 0
44) Cc1ccc(CN2C(=O)C(Cc3ccccc3)Nc3ncnc(N4CCN(c5ccccc5)CC4)c32)cc1 (stereo not given)
→ 3, -11, -4, 2, 2, -6, 0, 0.1, -7
45) O=C(O)C1(c2ccccc2)CCN(S(=O)(=O)c2ccc(Br)cc2)CC1
→ 1, -9, -1, 4, 1, 4, 0, -0.5, 8

The list continues:
Results follow in this order: CRFBP-R2 block, M4 antag, M5 PAM, M5 ag, CHRM4 PAM, M5 antag, M4 ag, CRFR2-BP ag, CHRM1 PAM
46) OC(c1ccc(Cl)c(F)c1)c1ncc(-c2cccc(F)c2)[nH]1 (stereo not given)
→ ., -17, -5, 2, 1, -6, 7, ., 4
47) Cc1sc2ncnc(NCC(c3ccco3)N3CCCC3)c2c1C (stereo not given)
→ -3, 40*, -21, -7, -23, 15, 2, -1.3, -25
48) O=C(NC1CCCc2ccccc21)C1CCN(S(=O)(=O)N2CCCCCC2)CC1 (stereo not given)
→ 14, -8, -10, 4, -8, 4, 21, -1.4, -3
49) Cc1cccc(C)c1OCC(O)CN (stereo not given)
→ -18, -1, 2, -1, 8, 4, 1, 9.1, 4
50) CCc1[nH]c(=O)c(C#N)c2c1CSC(C)(C)C2
→ -24, 1, -2, 1, 2, 1, 1, 0.1, 8
51) O=C(O)c1ccc(/C=N/Nc2nc(N3CCCCC3)nc(N3CCCCC3)n2)cc1
→ -3, 2, 7, 0, 0, -1, 0, -0.2, 6
52) N#Cc1c(-c2ccccc2)nc(N2CCOCC2)[nH]c1=O
→ 5, 7, -3, -3, 2, -3, 0, -4.7, 7
53) COc1ccc(Cl)cc1NC(=O)NNC(=O)C(=O)Nc1ccc(F)cc1
→ -9, -1, -1, 2, -4, 8, 1, 7.5, 5
54) CCOC(=O)C1=C(CC)Nc2ccccc2N/C1=N\S(=O)(=O)c1ccccc1F
→ 1, 0, -1, 2, 1, 4, 1, -0.8, -13
55) CC(=O)c1ccc(N2CCN(C(=O)CNS(=O)(=O)c3ccc4c(c3)OCCCO4)CC2)c(F)c1
→ 2, -18, -13, 7, -7, 1, 12, -0.9, 1
56) O=C(Nc1cccnc1)c1cc(-c2ccc(Cl)cc2)on1
→ -4, 3, 0, 5, -1, 0, 1, -1.6, 3
57) O=C(COc1ccc(F)cc1)OCCN1CCOCC1
→ 15, -4, 2, 0, 1, -5, 1, 3.9, 0
58) NS(=O)(=O)c1ccc(N2CCN(C(=O)C3COc4ccccc4O3)CC2)nc1 (stereo not given)
→ -7, 3, 0, 2, 7, -4, 3, -1.2, 6
59) O=C(c1ccco1)N1CCN(C(c2ccccc2Cl)c2nnnn2CC2CCCO2)CC1 (stereo not given)
→ 8, -4, 6, -2, 10, -4, 1, -1.8, 5

4 entries out of the list above, ordered by the value under M5 ag, highest first:
cpd | Molecule | M5 ag
27 | CCOC(=O)c1ccc(NC(=O)Nc2ncccc2C)cc1 | 2
14 | CN1CC(COCc2ccccc2)Oc2ccccc2S1(=O)=O (stereo not given) | 1
3 | Cn1c(-n2c(CCCN3C(=O)c4ccccc4C3=O)nc3ccccc3c2=O)nc2ccccc21 | 0
8 | CCn1cc(CN2CCN(Cc3ccc(OC)c(C)c3C)C(CCO)C2)c(C)n1 (stereo not given) | -2
